Screening data (PubChem)
TGFb SMAD3 inh: inhibitors of TGF-b signaling. AID 588855. HepG2 CAGA-GFP TGF-b/SMAD3 reporter, GFP fluorescence, 18 h; TGF-beta stimulated, 500 pg/mL final. hit rate 1.2% among 410,000. Potency, µM (top dose mostly 46.1 µM), inactives show top-dose activity, negative = inhibition, most hits filed as inhibitors; also: potency is read from the fitted curve at half-maximal effect; % is scaled to controls: 0 for no effect and ±100 for the full control effect; nearly all actives have a fitted effect of over 65% in size
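HEPG2 CAGA-GFP cells (1000/well, DMEM with 1% FBS) were pre-incubated 2 h at 37 degrees C, given compound by pin tool, then stimulated with TGF-beta at 500 pg/mL final for 18 h before per-cell GFP fluorescence imaging.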
Nrf2 ARE act: activators of Nrf2 (ARE) signaling; Potency, µM (top dose mostly 46.1 µM), for the others: at the highest dose activation, actives largely listed as activators; AID 624171; AREc32 ARE-luciferase reporter (MCF7-derived line), luminescence, 24 h; hit rate 0.31% among 410,000; also: potency is read from the fitted curve at half-maximal effect; % of control where 0% means no effect; nearly all actives have a fitted effect of over 65% in size
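ARE activation measured as luciferase luminescence (Steady-Glo, 30 min RT) in AREc32_Fluc cells after 24 hr compound exposure at 37 deg C, 5% CO2; cells seeded overnight at 1000/well in OPTI-MEM, 5% FBS.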
Nrf2 block: inhibitors of Nrf2 signaling; A549 ARE-Fluc reporter, luciferase luminescence, 18-24 h; Potency, µM (highest dose often 46 µM), without a hit: top-dose activity change, negative = inhibition, most hits filed as inhibitors; hit rate 2.1% among 360,000; also: potency is read from the fitted curve at half-maximal effect; % is scaled to controls: 0 for no effect and ±100 for the full control effect; nearly all actives have a fitted effect of over 60% in size
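Reporter: ARE-Fluc in A549. Exposure: 18-24 h, 37 °C, 5% CO2, 5% FBS OPTI-MEM. Readouts: fluorescent cytotoxicity (CellTiter-Fluor), then luminescent Nrf2 signal after BugLite.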
S2 tox: reduces viability in counter-screen for ATXN expression inhibitors; hit rate 0.49% among 400,000; S2 cells (HEK-293 line with an ATXN2-luciferase reporter) viability, CellTiter-Fluor protease fluorescence, 24 h; AID 651635; Potency, µM (titrated, usually from 56.7 µM), most hits filed as cytotoxic; also: potency is read from the fitted curve at half-maximal effect; nearly all actives have a fitted effect of over 40% in size
IL2 activator: activates IL-2 in a cell-based reporter assay; IL-2 activation reporter assay, cell-based qHTS; stimulated with anti-CD3/CD4/CD28 beads; in transgenic mouse T cells; activation, % (series mostly up to about 46 µM); hit rate 0.065% among 360,000; in the data active = activation above about 50%; inconclusive = mostly about 30% to 49%; also: 0% is about no effect
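Screening format: compound pinned onto unstimulated transgenic mouse T cells, 60 min incubation, then anti-CD3/anti-CD4/anti-CD28 bead stimulation for 18 hours at 37 degrees C, followed by EGFP and DsRed detection.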
HepG2 tox: kills HepG2 cells in TGF-b inhibitor counter-screen. HepG2 CAGA-GFP viability, ATP luminescence, 18 h. Potency, µM (titrated, usually from 46.1 µM), for the others: at the highest dose activity change, negative = cytotoxicity, usual class: cytotoxic. hit rate 0.76% among 410,000. AID 588856; also: potency is read from the fitted curve at half-maximal effect; some results filed as inactive show a strong effect at the top dose
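HepG2 CAGA-GFP cells (1000/well, DMEM with 1% FBS) received compound, then TGF-beta at 500 pg/mL final, and were incubated 18 hours at 37 degrees C. Viability was read by CellTiter-Glo luminescence. Media-only wells were set as complete cell-killing and DMSO as no toxicity.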
EPAC2 agonist: agonists of human EPAC2 (RAPGEF4). EPAC2 activation, biochemical qHTS; response scale: 100% = 6.5 mM cAMP response. Potency, µM (doses to about 154 µM), for the others: top-dose activation, usual class: activators. hit rate 0.079% among 360,000. AID 720711; also: potency is read from the fitted curve at half-maximal effect; nearly all actives have a fitted effect of over 50% in size
Target sequence (Q8WZA2 whole entry, looked up): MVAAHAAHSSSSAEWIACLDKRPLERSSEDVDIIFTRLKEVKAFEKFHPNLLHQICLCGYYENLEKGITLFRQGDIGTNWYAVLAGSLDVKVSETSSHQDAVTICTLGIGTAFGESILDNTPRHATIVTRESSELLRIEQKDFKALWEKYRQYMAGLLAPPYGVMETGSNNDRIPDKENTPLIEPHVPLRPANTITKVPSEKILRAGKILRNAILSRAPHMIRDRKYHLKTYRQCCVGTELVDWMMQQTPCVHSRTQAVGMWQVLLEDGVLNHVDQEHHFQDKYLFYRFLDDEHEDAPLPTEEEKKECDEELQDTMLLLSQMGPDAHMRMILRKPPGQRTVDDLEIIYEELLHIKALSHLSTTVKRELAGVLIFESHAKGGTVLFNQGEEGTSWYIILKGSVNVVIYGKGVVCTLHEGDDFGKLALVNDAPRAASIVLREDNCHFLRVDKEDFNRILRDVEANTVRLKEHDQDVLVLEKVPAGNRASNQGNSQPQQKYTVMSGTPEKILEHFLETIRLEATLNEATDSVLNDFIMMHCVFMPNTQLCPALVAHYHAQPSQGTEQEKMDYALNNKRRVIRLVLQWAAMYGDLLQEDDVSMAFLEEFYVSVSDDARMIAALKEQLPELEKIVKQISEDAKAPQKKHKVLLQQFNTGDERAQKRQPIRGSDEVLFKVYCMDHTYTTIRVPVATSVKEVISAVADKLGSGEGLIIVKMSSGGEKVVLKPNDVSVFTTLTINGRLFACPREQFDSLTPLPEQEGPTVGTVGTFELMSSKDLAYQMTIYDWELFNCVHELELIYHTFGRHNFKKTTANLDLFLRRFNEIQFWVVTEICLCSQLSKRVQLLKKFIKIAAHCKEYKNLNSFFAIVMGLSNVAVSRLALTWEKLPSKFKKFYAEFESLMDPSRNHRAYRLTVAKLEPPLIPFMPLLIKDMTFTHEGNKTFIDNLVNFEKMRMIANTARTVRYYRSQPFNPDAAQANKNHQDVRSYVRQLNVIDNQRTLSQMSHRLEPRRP
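Compounds were titrated in qHTS against a Rap1B-BODIPY-GDP (250 nM) complex with EPAC2 (100 nM) and GDP (50 uM). BODIPY-GDP release tracked at 480/540 nm over 30 min at room temperature, normalized to 6.5 mM cAMP.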
A549 tox: counter-screen for Nrf2 inhibitors: cytotoxicity in A549 cells; hit rate 0.16% among 390,000; Potency, µM (series often up to 46 µM), inactives show top-dose activity change, negative = cytotoxicity, hits mostly inhibitors; A549 ARE-Fluc cells, CellTiter-Fluor viability, 18-24 h; AID 504648; also: potency is read from the fitted curve at half-maximal effect; % is scaled to controls: 0 for no effect and ±100 for the full control effect
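A549 ARE_Fluc cells in 5% FBS OPTI-MEM were exposed to compounds in concentration-response for 18-24 h at 37 deg C. Viability was read by CellTiter-Fluor fluorescence (Ex 405/Em 525) after 30 min, before the luciferase read.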
ATXN2 expr inh: ATXN2 expression inhibition. HEK-293 ATXN2-luciferase reporter, luminescence, 24 h. Potency, µM (doses to about 57 µM), without a hit: at the highest dose activity change, negative = inhibition, hits mostly inhibitors. hit rate 0.72% among 360,000; also: potency is read from the fitted curve at half-maximal effect; % is scaled to controls: 0 for no effect and ±100 for the full control effect; nearly all actives have a fitted effect of over 55% in size
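qHTS (up to 57 uM final) was run with 24 h compound exposure of reporter cells at 37 °C. Each well was multiplexed: SteadyGlo luminescence measured ATXN2-luciferase expression after a fluorogenic Gly-Phe-AFC viability readout (25 uM final).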
* = called active by the depositor; i = inactive; ? = inconclusive; . = not tested or not shown; & = joins results of further samples; [ ] = remark or other dose. Unless noted, calls follow the shape of the dose curve; as a rule, active = well fitted curve in the direction sought with a large enough effect; inconclusive = small, poorly fitted or top-dose-only effect, or another doubt; inactive = no such curve, though single readings can be large; an effect the other way counts as inactive or inconclusive.

SMILES	TGFb SMAD3 inh	Nrf2 ARE act	Nrf2 block	S2 tox	IL2 activator	HepG2 tox	EPAC2 agonist	A549 tox	ATXN2 expr inh
C#CCNC(=O)C1=C[C@H](c2ccc(C(F)(F)F)cc2)C[C@H](OCCCCO)O1	?	5.0%	-11%	i	0.2	-34%	1%	-3%	-15%
CC(C)CNC(=O)[C@@H]1CSC2c3ccccc3C(=O)N21 (stereo not given in full)	14%	-0.4%	4%	i	1.2	20%	10%	0%	-8%
COc1ccc(NC(=O)C(Cc2ccccc2)n2cccc2)c(OC)c1 (stereo not given)	-14%&-8%	0.3%&0.4%	5%&-14%	i	2.5	-11%&-21%	11%	-9%&-2%	.
Cc1cc(Br)c2c(c1)/C(=C/C(=O)c1cccs1)C(=O)N2	?	23%	-7%	?	2.8	-18%	7%	1%	?
O=C(N/N=C\c1cccs1)c1sccc1-n1cccc1	-7%	?	-27%	i	-1.2	-25%	-1%	-6%	15%
CCOc1ccc2nc(N3CCN(C(=O)c4ccc5c(c4)CCCC5)CC3)sc2c1	?	-0.7%	.	.	.	-32%	.	-3%	.
COc1cc(C(=O)N2CCCCC2c2cc(C(=O)Nc3ccccc3)no2)cc(OC)c1C (stereo not given)	-16%	5.5%	.	?	-0.8	-6%	17%	.	-26%
COc1cccc(NC(=O)N2CCC(N3CCCCC3)CC2)c1	-14%	-0.9%	12%	i	0.3	1%	2%	4%	-1%
CCc1ccc(NC(=O)COc2coc(CN3CCN(c4ccccc4)CC3)cc2=O)cc1	8%	0.2%	-9%	i	-4.1	2%	-6%	1%	-12%
COc1ccc(Nc2cc(C)c3ccccc3n2)cc1	?	3.9%	?	i	-3.1	-31%	7%	-2%	32%

2 of these compounds in a different format:
Structure | TGFb SMAD3 inh | Nrf2 ARE act | Nrf2 block | S2 tox | IL2 activator | HepG2 tox | EPAC2 agonist | A549 tox | ATXN2 expr inh
O=C(N/N=C\c1cccs1)c1sccc1-n1cccc1 | -7% | ? | -27% | i | -1.2 | -25% | -1% | -6% | 15%
CCOc1ccc2nc(N3CCN(C(=O)c4ccc5c(c4)CCCC5)CC3)sc2c1 | ? | -0.7% | . | . | . | -32% | . | -3% | .

The results go on:
SMILES	TGFb SMAD3 inh	Nrf2 ARE act	Nrf2 block	S2 tox	IL2 activator	HepG2 tox	EPAC2 agonist	A549 tox	ATXN2 expr inh
Cc1ccc(S(=O)(=O)N2CCCCC2c2cccnc2)c(C)c1C (stereo not given)	?	0.3%	-7%	?	0.6	-31%	3%	-2%	.
COc1ccc(N2CCN(C(=O)CN(C)S(=O)(=O)c3ccc4c(c3)c(=O)n(C)c(=O)n4C)CC2)cc1	-1%	-0.9%	-21%	i	0.0	17%	21%	-6%	-23%
Cc1cc(C)c(/C=C/c2onc(C)c2S(=O)(=O)N2CCC(C(=O)N(C)Cc3ccccc3)CC2)c(C)c1	?	-0.6%	.	.	.	0%	.	1%	.
Cc1ccc(-c2nn(-c3ccccc3)cc2C2CC(c3cccs3)=NN2C(=O)CCCC(=O)O)cc1 (stereo not given)	-25%	0.0%	?	i	-3.0	-6%	-6%	.	-7%
COc1ccc(CNC(=O)CCSCc2ccccc2C)cc1	-64%	-0.7%	10%	i	5.8	-5%	11%	8%	0%
COCC(=O)N(C)C1(c2nnnn2CCOC(=O)Nc2cccc3ccccc23)CCCC1	2%	-0.1%	15%	i	1.4	-2%	7%	-1%	5%
C/C(=N\NC(=O)OC(C)(C)C)c1ccccc1Br	0%	3.7%	?	i	1.8	0%	-2%	17%	9%
CC(C)CCn1c(O)c(N=Nc2ccccn2)c2ccccc21	?	?	2%	i	1.3	3%	12%	-14%	-1%
Nc1nc(C(F)(F)F)cc(=O)[nH]1	0%	0.1%	13%	i	-0.2	191%	12%	-2%	.
CN(C)S(=O)(=O)c1ccc(Cl)c(C(=O)NC2CCN(Cc3ccccc3)C2)c1 (stereo not given)	9%	0.0%	0%	i	-4.0	-22%	16%	3%	1%
Cc1c(NC(=O)c2cc(-c3ccc4c(c3)OCO4)on2)c(=O)n(-c2ccccc2)n1C	-2%	-0.2%	.	i	2.1	-1%	-10%	3%	-16%
Cc1ccc(S(=O)(=O)N2CCN(C(=O)CCn3nc(C)c(C)c3C)CC2)cc1	10%	0.2%	-20%	i	6.6	11%	10%	2%	-9%
Cc1ccc(O)c(CCc2ccc(O)cc2)n1	2%	6.0%	?	i	-0.3	1%	7%	4%	6%
CC(=O)c1ccc(NC(=O)COC(=O)CC2CC3CCC2C3)cc1 (stereo not given)	-28%	-0.3%	1%	i	1.2	-36%	9%	5%	-13%
O=C(CSc1nnc(COc2ccccc2Cl)o1)Nc1ccccc1	5%	0.1%	?	i	0.5	-1%	9%	6%	9%
O=C(Nc1ccccc1)c1nc[nH]c1C(=O)NCCNC(=O)c1[nH]cnc1C(=O)Nc1ccccc1	1%	1.0%	-2%	?	0.2	-27%	-3%	-9%	-25%
COc1ccccc1NC(=O)N(C)C[C@H]1OCc2cnnn2CCCC(=O)N([C@@H](C)CO)C[C@H]1C	38%[activator]	-0.6%	.	i	-2.5	9%	14%	.	-7%
C=CCn1c(SCC(=O)NC2CC2)nnc1-c1cccs1	-6%	0.0%	4%	i	-2.5	-20%	1%	-1%	0%
O=[N+]([O-])c1ccc(N2CCN(c3ccccc3)CC2)cc1	-1%	3.4%	?	i	0.0	8%	8%	?	-16%
COc1ccc(Cc2nnc(NS(=O)(=O)Cc3ccccc3)s2)cc1	-6%	0.4%	-20%	i	-2.5	-4%	6%	3%	2%
NC(=O)c1c(NC(=O)CCCn2cnc([N+](=O)[O-])n2)sc2c1CCCC2	-19%	2.5%	-6%	i	-5.8	-3%	-9%	1%	5%
COc1ccc(CCOC(=O)c2cccc(NC(C)=O)c2)cc1	?	3.5%	2%	i	-1.5	-11%	6%	-1%	20%
O=C(N/N=C/c1cc(Cl)ccc1O)c1ccc(Br)cc1	-16%	-0.3%	?	i	2.4	-18%	14%	-2%	4.5µM*
CN1CCN(C(=O)c2cn(-c3ccccc3)nc2-c2cccnc2)CC1	?	-0.4%	.	i	-3.0	14%	5%	20%	2%
COc1cccc(C2Nc3ccc4ccccc4c3C3=C2C(=O)CCC3)c1O (stereo not given)	?	6.0%	?	i	-0.2	-37%	10%	?	-39%
COc1ccc(CCNC2CC(=O)N(CCc3ccc(OC)c(OC)c3)C2=O)cc1 (stereo not given)	-7%	0.8%	-10%	i	-0.3	-23%	-8%	0%	3%
CC(C)Cc1nc2n[nH]c(N)c2c2c1COC(C)(C)C2	2%	0.0%	6%	i	0.2	9%	1%	-3%	5%
COc1ccc(NC(=O)CN(C)C(=O)c2cccc(S(=O)(=O)N3CCN(C)CC3)c2)cc1	-6%	-0.1%	3%	i	1.1	2%	2%	-3%	2%
Cc1cccc(N2C(=O)CSC23C(=O)N(Cc2cccc(F)c2)c2ccccc23)c1 (stereo not given)	-3%	-0.9%	?	i	.	-26%	.	-16%	-38%
CC(=O)Nc1nnc(-c2c(-c3c(Cl)cccc3Cl)noc2C)o1	-3%	0.4%	-13%	i	-1.9	-37%	5%	-1%	2%
COc1ccc(-c2cc(C(=O)N/N=C/c3cccnc3)c3ccccc3n2)cc1	0%	-0.5%	1%	i	-0.5	-19%	11%	-12%	15%
Cc1cccc(NS(=O)(=O)c2cccc3cccnc23)n1	?	19%	9%	i	-1.8	12%	7%	0%	8%
O=[N+]([O-])c1ccc(Cl)c2cccnc12	-2%	23%	15%	i	-2.1	1%	0%	0%	-7%
C[C@H](CO)N1C[C@H](C)[C@H](CN(C)C(=O)NC2CCCCC2)Oc2ncc(Br)cc2C1=O	0%	-0.9%	.	?	-2.1	-1%	-11%	.	5%
O=C(CCSCc1ccccc1Cl)NC1CCCCC1	-22%	0.2%	7%	i	-0.8	3%	12%	4%	83%[activator]
O=c1c(-c2ccc(Cl)cc2)[n+]([O-])c2ccccc2n1OCc1nc2ccccc2[nH]1	-1%	5.5%	?	i	-0.5	-5%	1%	-7%	20%
Cc1cc(C)cc(C(=O)NCC(=O)N(C)CCOc2ccccc2)c1	6%	0.1%	-29%	i	0.6	-7%	11%	0%	-9%
CCN(CC(=O)NCc1cccs1)C(=O)c1ccc(N(C)S(=O)(=O)c2ccc(C)cc2)cc1	-7%	-0.4%	-14%	i	1.1	-13%	12%	0%	-24%
CCCCN(CCCNC(=O)C1CCN(C(=O)c2cc3sccc3n2C)CC1)Cc1ccccc1	?	5.2%	?	i	-2.4	-25%	-16%	-10%	?
COC(CNS(=O)(=O)c1cccc2nonc12)OC	-6%	0.2%	3%	i	0.3	-17%	10%	4%	2%
Cc1cc(C)nc(OC(C(=O)O)C(OCCc2ccccc2)(c2ccc(F)cc2)c2ccc(F)cc2)n1 (stereo not given)	?	-0.8%	?	.	0.7	-21%	-4%	-15%	-11%
COc1ccc(CCC(=O)N/N=C(\C)c2ccc3c(c2)OCO3)cc1	10%	-0.2%	-14%	?	4.4	5%	-2%	-2%	9%
CCOC(=O)c1sc2nc(CSc3nc4ccccc4n3CC)[nH]c(=O)c2c1C	2%	0.3%	4%	i	-4.2	-1%	2%	0%	?
Cc1ccc(NC(=O)CCc2ccccc2)cc1C	-15%	5.6%	.	i	2.0	-23%	20%	.	.

Single records, as listed above. Values in the order: TGFb SMAD3 inh	Nrf2 ARE act	Nrf2 block	S2 tox	IL2 activator	HepG2 tox	EPAC2 agonist	A549 tox	ATXN2 expr inh
`Cc1ccc(-c2nn(-c3ccccc3)cc2C2CC(c3cccs3)=NN2C(=O)CCCC(=O)O)cc1` (stereo not given) is listed as -25%	0.0%	?	i	-3.0	-6%	-6%	.	-7%
`CC(C)CCn1c(O)c(N=Nc2ccccn2)c2ccccc21` is listed as ?	?	2%	i	1.3	3%	12%	-14%	-1%

Rows are unselected. Share with any hit: about 4.3%.
